EWS-Fli block = EWS/Fli transcriptional activity inhibition; A673 NR0B1-luciferase reporter, viability-normalised; inhibition, % at 12.6 µM; 350,000 compounds, 0.67% hits; AID 651661;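 active = mean inhibition of at least 50% after viability correction, with every replicate also passing that limit; inconclusive = mean reaches 50% but only one of two replicates passes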;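 also: firefly luciferase signal divided by Alamar Blue viability fluorescence both relative to DMSO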
FN deposition inh = fibronectin deposition inhibition; AH1F fibroblasts, Alexa488-fibronectin deposition fluorescence, overnight; inhibition, % at 12.6 µM; 350,000 compounds, 0.086% hits; AID 743247;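 active = mean inhibition across replicates of 30% or more, regardless of how many single replicates reach that level; inconclusive = mean under 30% yet at least half of replicates reach 30%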;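 also: positive control wells lacked labelled fibronectin entirely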
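Measured by – fluorescence 485/525 nm · System – AH1F fibroblast monolayer, labelled fibronectin deposition · Amount – 10000 cells per well · Buffer or medium – serum-reduced DMEM (2% serum) · Doses – single dose, pinned · Also added – fluorescent fibronectin at 24 nM final · Schedule – 1 h cell attachment, overnight exposure to compound and label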
CFTR F508del cor = correctors of CFTR F508del function in bronchial epithelial cells | CFBE cells, YFP halide quenching; stimulated with forskolin plus potentiator P3; % fluorescence drop versus neutral controls | activity (quench increase), % at 7.58 µM | 350,000 compounds, 0.36% hits;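 active = mean added fluorescence quench of at least 8% versus neutral control, with both replicates also reaching 8%; inconclusive = only one of the mean or replicate conditions met; inactive = mean below 8% and not both replicates reaching 8%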;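 also: cells transiently co-express mutant CFTR-F508del with the halide-sensitive YFP; corrector assay measuring rescue of mutant channel to the surface after 24 h compound exposure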
PAX8 reporter = PAX8 transcriptional activity inhibition; RMG-I TPO-luciferase reporter, SteadyGlo, 24 h; inhibition, % at 12.6 µM; 360,000 compounds, 1.2% hits;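 active = mean replicate inhibition at least 60% with every replicate also reaching 60%; inconclusive = only one of the two criteria is met; inactive = mean below 60% and not all replicates reaching 60%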;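 also: luciferase light reporting Pax8 driven TPO promoter activity; plate controls were median of neutral control wells for no effect and mitoxantrone controls for full effect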
miR122 inh = miR-122 inhibition in Huh7 cells | Huh7 miR-122 Renilla luciferase sensor, 48 h; neutral wells = 0, positive control = 100 | activation (reporter increase), % at 12.5 µM | 340,000 compounds, 0.3% hits | AID 602342;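 active = mean replicate activation score at least 90 and every replicate individually at or above 90; inconclusive = only one of the two criteria met; inactive = neither criterion met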;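 also: higher luciferase means less miR-122 activity so hits act as miR-122 inhibitors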
DENV2 CPE = inhibitors of DENV2 cytopathic effect. 350,000 compounds, 1.7% hits. AID 651640. CPE inhibition, % at 9.99 µM. DENV2-infected cells, cytopathic effect rescue, plate reader; in the data active = CPE inhibition above about 20%, passing the limit was not always enough; inconclusive = no clear call, values can overlap the other calls; tested in BHK-21 cells;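 also: 0% = median of neutral control wells and 100% = median of positive control wells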
INS-1E GSIS act = primary screen for activators of insulin secretion dependent on glucose, INS-1E cells, GLuc reporter luminescence | AID 743287 | activation, % at 16.6 µM | INS-1E GLuc reporter insulin secretion, 2-3 h | 370,000 compounds, 0.61% hits;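 active = lowest replicate activation of at least 40%, so every replicate reaches that level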;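 also: 0% = median of neutral control wells and 100% = median of IBMX positive control wells; some compounds called inactive have numbers as strong as hits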
Numbers without * were called inactive; ? = inconclusive; / = no result given; & = joins results of further samples; [ ] = another dose, or the depositor's remark. Outcome played no part in choosing rows (roughly 3.9% active in at least one column).

Molecule | EWS-Fli block | FN deposition inh | CFTR F508del cor | PAX8 reporter | miR122 inh | DENV2 CPE | INS-1E GSIS act
CCC(=O)Nc1nnc(-c2ccc(Cl)s2)o1 | -3 | -7 | 0.7 | -2 | / | -2 | 11
C/C=C/c1ccc([C@@H]2[C@@H](CN(C)C(=O)CC3CC3)N(C(=O)C3CC3)[C@H]2CO)cc1 | 16 | 1 | -1.1 | -6 | 7[16.7 µM] | 3 | 0
CN(C)S(=O)(=O)c1ccc(N2CCCC2)c(C(=O)NC2(C)CCS(=O)(=O)C2)c1 (stereo not drawn) | 7 | -1 | 2.7 | -11 | -4 | 4 | 41
COc1ccccc1NC(=O)N[C@@H](Cc1c[nH]c2ccccc12)C(=O)NN | 12 | 13 | 0.8 | 4 | -3 | ? | 17
CO[C@H]1CN(C)C(=O)c2cc(NC(C)=O)ccc2OC[C@@H](C)N(Cc2cncnc2)C[C@@H]1C | 2 | -1 | -2.7 | / | 6[16.7 µM] | -1 | -3
O=C(C[C@H]1CC[C@@H](NC(=O)Cc2ccccn2)[C@@H](CO)O1)NCCc1ccccc1 | 9 | / | -1.0 | / | / | 2 | 13
COc1ccc(N2CCN(C(=O)COC(=O)CCS(=O)(=O)c3ccc(C)cc3)CC2)cc1 | 8 | -2 | 5.0 | -3 | -10 | 4 | 7
CC(=O)Nc1ccc(S(=O)(=O)Oc2ccc(Br)cc2C(=S)N2CCOCC2)cc1 | 1 | 1 | 1.0 | 9 | 12 | -2 | -27
COc1ccc(C#Cc2cnc3c(c2)C(=O)N([C@@H](C)CO)C[C@H](C)[C@H](CN(C)C(=O)CC2CC2)O3)cc1 | -9 | 4 | -0.3 | -6 | 2[16.7 µM] | 0 | -6
C[C@@H]1CN([C@@H](C)CO)C(=O)c2cc(NC(=O)Cc3cn(C)c4ccccc34)ccc2O[C@@H]1CN(C)Cc1ccc2c(c1)OCO2 | -5 | 2 | 3.8 | 19 | -3[16.7 µM] | -6 | -12
CC(C)=C(NC(=O)c1ccccc1)C(=O)N1CCOCC1 | 5 | / | -1.0 | / | -3 | / | 42
O=C(Nc1cccc(C(F)(F)F)c1)C1Cc2c(-c3ccco3)ccnc2O1 (stereo not drawn) | 10 | 17 | -0.2 | 12 | 2 | 5 | /
O=C(Nc1ccccc1)N[C@H]1CC[C@H](CCn2cc(C3(O)CCCC3)nn2)O[C@H]1CO | 0 | -18 | 0.9 | 15 | / | 7 | 0
Cc1ccc(NS(=O)(=O)c2cccc3nsnc23)cc1[N+](=O)[O-] | 7 | 5 | 1.9 | -16 | 58 | -3 | -14
COc1ccc(Nc2ncc(C#N)c(N)n2)c(OC)c1 | -22 | 8 | -1.6 | -9 | 1 | -1 | 11
C[C@H](NC(=O)[C@@H]1N[C@@H]2c3ccc(C4=CCCC4)c(=O)n3C[C@@H]2[C@H]1CO)c1ccccc1 | 1 | / | / | 2 | / | 5 | 4
CCOc1ccc(CCNC(=O)COC(=O)c2cccc(N(C)C)c2)cc1OCC | -54 | -1 | -0.6 | / | 5 | -2 | 52*
O=C(COC(=O)C12CC3CC(CC(Cl)(C3)C1)C2)Nc1ccccc1 | -10 | -1 | -1.1 | 1 | -13 | -6 | -47
Cc1cc(C)n(CC(=O)NNC(=O)c2ccc(NC(=O)CC#N)cc2)n1 | 1 | 3 | 2.5 | -5 | 14 | 13 | -10
O=C(NCc1ccccn1)C1CCC(=O)N1C1CCCCC1 (stereo not drawn) | -5 | 7 | -2.0 | 19 | 4 | 9 | 11
CCC1=NN2C(=N)/C(=C/c3ccc(OS(=O)(=O)c4ccc(C)cc4)c(OC)c3)C(=O)N=C2S1 | 0 | -5 | -2.3 | -17 | / | -1 | 22
CCOC(=O)c1cc(CC)sc1NC(=O)CC1SC(N)=NC1=O (stereo not drawn) | 4 | 8 | -0.5 | 0 | 5 | -11 | -6
O=C(NNC(=O)c1ccco1)Nc1ccccc1 | / | 8 | -7.0 | 5 | 1 | -2 | -1
COCCN1C[C@@H](CO)O[C@@H](n2cnc3c(NCc4cc(OC)c(OC)c(OC)c4)ncnc32)C1 | -3 | 5 | -4.8 | 3 | 0 | -4 | -1
COc1ccc(CN(C)CC(=O)NC2CCCc3ccccc32)cc1OC (stereo not drawn) | 9 | 7 | -1.1 | 2 | / | 0 | 9
Cc1ccc(C)c(NC(=O)CSc2nnc(CSc3nc(C)cc(C)n3)n2Cc2ccco2)c1 | / | -2 | / | -18 | 119* | / | /
CC(=O)Nc1ccc(S(=O)(=O)N2CCN(CC(=O)NC3CCCC3)CC2)cc1 | / | 18 | / | -7 | 2 | / | /
COc1ccc(NC(=O)Nc2ccc3c(c2)C(=O)N([C@H](C)CO)C[C@H](C)[C@@H](CN(C)C(=O)Nc2ccc(F)cc2)OCCCC[C@H](C)O3)cc1 | 9 | -4 | -1.1 | -4 | -1[16.7 µM] | -6 | -8
CC1(C)CC(=O)C=C(Nc2ccc(C(=O)O)c(O)c2)C1 | -5 | 1 | -0.2 | 9 | / | 7 | 2
C[C@@H]1CCCCO[C@H](CN(C)Cc2ccc3c(c2)OCO3)[C@@H](C)CN([C@@H](C)CO)C(=O)c2cc(NC(=O)Nc3ccccc3)ccc2O1 | -2 | 2 | -0.9 | 31 | -3[16.7 µM] | -4 | -34

Molecule | EWS-Fli block | FN deposition inh | CFTR F508del cor | PAX8 reporter | miR122 inh | DENV2 CPE | INS-1E GSIS act
CO[C@H](CN(C)S(=O)(=O)c1ccc(F)cc1)[C@H](C)CN(C(=O)Nc1ccccc1F)[C@H](C)CO | -6 | 6 | -1.6 | -43 | / | -5 | -15
COc1ccc(OC)c(Nc2nc(-c3sc(NC(=O)C(C)(C)C)nc3C)cs2)c1 | 8 | -17 | 8.0* | 11 | 3 | -15 | -4
COc1cc(N2CCC(O)CC2)ccc1Nc1cc(Nc2ccccc2S(=O)(=O)C(C)C)c2cc[nH]c2n1 | 18 | -6 | 2.0 | 0 | / | 2 | 6
O=C(N/N=C/c1c(F)cccc1Cl)c1cc(C2CC2)[nH]n1 | -33 | -6 | -1.0 | -135 | / | 3 | 21
COc1ccccc1N1CCN(C(=O)CCC(=O)Nc2nnc(CC(C)C)s2)CC1 | 7 | -5 | 1.5 | -8 | -6 | -1 | -2
CCOC(=O)C1CCN(C(=O)COC(=O)c2cccc(F)c2)CC1 | -14 | 17 | / | 17 | / | -3 | 0
CC(C)CC#Cc1ccc2c(c1)O[C@H](CN(C)C(=O)c1cccc(F)c1)[C@H](C)CN([C@H](C)CO)S2(=O)=O | 10 | 1 | -1.6 | / | -9[16.7 µM] | -6 | -15
CC(=O)c1ccsc1-c1c(C)cc2oc(=O)cc(-c3ccccc3)c2c1C | 4 | / | 5.0 | 7 | -2 | 1 | 9
O=C(CCNC(=O)c1ccc([N+](=O)[O-])cc1)Nc1ccccc1N1CCCCC1 | -6 | -4 | -2.0 | -17 | / | -7 | -45
C[C@@H]1CN([C@@H](C)CO)C(=O)Cc2cc(NC(=O)Nc3ccc(F)cc3)ccc2O[C@@H]1CN(C)C(=O)NC1CCCCC1 | -7 | / | -2.1 | 22 | -1[16.7 µM] | 7 | -12
CCN(CC(=O)NC(C)(C)C)C(=O)COc1c(Cl)cc(Cl)c2ccc(C)nc12 | -1 | 1 | 0.5 | 7 | -2 | 9 | -5
NC(=O)c1ccc(NC(=O)CSc2nc3ccccc3c(=O)n2CCCN2CCOCC2)cc1 | 9 | 6 | -1.4 | -10 | -5 | 10 | 21
COc1cc(-c2nc(-c3ccccc3)c(-c3ccc(F)cc3)[nH]2)cc2c1OCO2 | / | 8 | / | 17 | 1 | / | -22
O=C(Nc1cc(F)ccc1F)N1[C@@H]2CNC[C@H]1C2c1ccc(-c2ccc(F)cc2)cc1 (stereo partly drawn) | -39&-49 | -2&-11 | 0.8&-2.3 | 3&6 | / | -3&2 | -27&-6
COc1ccc(NC(=O)N(C)C[C@@H]2OCCCC[C@@H](C)Oc3ccc(NS(=O)(=O)c4ccccc4)cc3C(=O)N([C@H](C)CO)C[C@@H]2C)cc1 | -6 | 6 | -1.3 | -5 | 4[16.7 µM] | -2 | 16
CCN(CC)C(=O)Cn1cc(S(=O)(=O)CC(=O)NC2CCCCC2)c2ccccc21 | -8 | -9 | 1.0 | 1 | -5 | 0 | -7
Cc1cc(C)c(OCC(=O)NCC(c2ccco2)N2CCCCC2)c(C)c1 (stereo not drawn) | 18 | 2 | -3.1 | 21 | -1 | 11 | 0
COc1ccc(N2CCN(C(=O)Cc3ccc(S(=O)(=O)N4CCOCC4)s3)CC2)cc1 | -9 | -6 | -1.1 | -6 | 0 | 3 | /
Cc1cc(C(=O)CSc2nnnn2-c2ccccc2)c(C)n1-c1ccc2c(c1)OCO2 | 1 | 1 | 1.7 | 21 | / | -12 | /
CCCCCc1nnc(NC(=O)c2ccc3nc[nH]c3c2)s1 | -4 | -1 | 2.9 | -20 | -4 | -1 | 27
C=CCn1c(SCC(=O)NCC(c2ccccc2)N(C)C)nnc1C1CCCCC1 (stereo not drawn) | 2 | -2 | -0.2 | -2 | / | 0 | 30
COC(=O)c1ccc(CSc2nc3ccc(S(=O)(=O)N4CCOCC4)cc3[nH]2)cc1 | / | -12 | / | -4 | / | / | -23
COc1cc(C(=O)NCc2nnc(SCC(=O)NC3CCCC3)o2)cc(OC)c1OC | / | 3 | -1.7 | 8 | -4 | -3 | 10
CN(C(=S)Nc1ccc(Oc2ccccc2)cc1)C1CCCCC1 | -2 | 2 | / | 8 | / | 15 | -12
Cc1cc(C)cc(NC(=O)N(CCC#N)Cc2cccs2)c1 | 7 | -13 | 1.3 | 16 | -4 | 6 | -1
C[C@@H]1CCCCO[C@@H](CN(C)S(=O)(=O)c2ccccc2)[C@@H](C)CN([C@@H](C)CO)C(=O)c2cc(NC(=O)Cc3ccccc3)ccc2O1 | 9 | -4 | 1.9 | 12 | 4[16.7 µM] | -1 | -20
CN(C)C(=O)C[C@@H]1CC[C@H]2[C@H](COc3ccc(NC(=O)C4CCCCC4)cc3C(=O)N2C)O1 | -3 | -3 | 1.4 | -6 | 3[16.7 µM] | 5 | 8
CC(C)(C)OC(=O)[C@H](Cc1ccccc1)NC(=O)c1nc[nH]c1C(=O)N1CCNCC1 | -3 | -1 | -1.3 | -23 | -1 | -3 | 16
Cc1ccc2[nH]c(=O)c(CN(Cc3ccco3)C(=O)c3ccncc3)cc2c1 | / | -2 | / | 27 | 20 | / | -3
C[C@H]1CN([C@@H](C)CO)C(=O)c2cc(C#CC3(O)CCCC3)cnc2O[C@@H]1CN(C)C(=O)C1CCOCC1 | -1 | / | -2.3 | -16 | 6[16.7 µM] | -3 | 17
Cc1ccc(S(=O)(=O)Nc2ccc3c(c2)C(=O)N([C@H](C)CO)C[C@H](C)[C@H](CN(C)S(=O)(=O)c2cn(C)cn2)OCCCC[C@H](C)O3)cc1 | -7 | -6 | -1.0 | 0 | -4[16.7 µM] | 14 | -1
CC1CCCCC1NC(=S)Nc1ccc(Cl)cc1Cl (stereo not drawn) | -8 | -6 | 3.2 | -39 | / | 11 | -12
CNC[C@H](O)c1cccc(O)c1 | -1 | -13 | -0.8 | 4 | 3 | 9 | -30

Screens deposited in PubChem by Broad Institute.
